S3 lipid droplet: qHTS Assay for Lipid Storage Modulators in Drosophila S3 Cells; Drosophila S3 cells, BODIPY lipid droplet fluorescence, 18-24 h; cells fed with added oleic acid; lipid storage change, negative = inhibition, % at the top dose, mostly 46.1 µM; hits show Potency in µM; 320,000 compounds, 0.64% hits; AID 2685; active = well fitted inhibition curve with a large enough effect in the signal ratio, with a control signal flat, not every such curve was filed as active; inconclusive = small, poorly fitted or top-dose-only effect, or effect the other way, or a change in a side signal; the % refers to the signal ratio
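Drosophila S3 cells got compounds at several concentrations plus oleic acid (400 uM solution). Laser-scanning cytometry with 488 nm excitation read lipid droplets at 500-530 nm and cells at 575-640 nm. Percent activity was relative to 20 uM Triacsin C.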
S3 lipid droplet cell count max: further read-out of S3 lipid droplet, marked with its call; cell number change, %; measured here: cell count max response;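 cells counted by Cell Tracker Red CMTPX staining in the red channel; peak over a dose series mostly up to 46.1 µM; percent activity relative to internal control wells on each plate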
* hit, by the source's call. % is set by controls: 0 for no effect and ±100 for the full control effect; potency is the fitted concentration of half-maximal effect. This is a subset (hit frequency here may not be typical).

How did O=C1CC(c2ccccc2)CC(O)=C1C=Nc1cccc(Cl)c1 (stereo not given) do in these assays?
S3 lipid droplet: 16.1%; S3 lipid droplet cell count max: 2.7

Results for Cn1c(=N)n(CC(=O)c2ccccc2)c2ccccc21 ?
S3 lipid droplet: 3.5%; S3 lipid droplet cell count max: -3.8

What do the screens show for `CCN(CC)S(=O)(=O)c1ccc(N2CCCC2)c(NC(=O)Cc2cc(OC)c(OC)c(OC)c2)c1`?
S3 lipid droplet: inconclusive

How did CCOC(=O)C(C(=O)OCC)N(C#N)c1nc(C)cc(C)n1 do in these assays?
S3 lipid droplet: inactive

What do the screens show for `CCOC(=O)N/N=C(\C)c1ccc(Oc2ncccn2)cc1`?
S3 lipid droplet: 1.7%; S3 lipid droplet cell count max: 1.9

What do the screens show for `Nc1n[nH]c(-c2ccccc2)c1-c1ccccc1`?
S3 lipid droplet: 21.0%; S3 lipid droplet cell count max: -10.9

Results for CCO[C@H]1OC(C(=O)NC2CC2)=C[C@@H](C2CC2)[C@@H]1CCCO ?
S3 lipid droplet: 9.6%; S3 lipid droplet cell count max: -0.4

What do the screens show for `CN(C)C(CNc1nnnn1-c1ccccc1)c1ccco1` (stereo not given)?
S3 lipid droplet: inconclusive

How did CCOc1ccc(NC(=O)c2c(OC)cccc2OC)cc1 do in these assays?
S3 lipid droplet: 1.5%

Results for Cc1ccccc1NC(=O)COC(=O)c1cc(S(=O)(=O)N2CCOCC2)ccc1C ?
S3 lipid droplet: inconclusive

What do the screens show for `NC(=O)CC(NC(=O)Cc1ccc(Br)cc1)c1ccc(NCCc2ccc(Cl)cc2)c([N+](=O)[O-])c1` (stereo not given)?
S3 lipid droplet: 0.3%; S3 lipid droplet cell count max: -9.7

Results for CCCCS(=O)(=O)Nc1ccc2ncn(C)c(=O)c2c1 ?
S3 lipid droplet: inconclusive

What do the screens show for `O=C(Oc1coc(CSc2ncccn2)cc1=O)c1ccc(Br)o1`?
S3 lipid droplet: -8.1%; S3 lipid droplet cell count max: -5.9

What do the screens show for `Cc1nnc(SCCCn2c(N3CCCCC3)nc3c2c(=O)[nH]c(=O)n3C)s1`?
S3 lipid droplet: inconclusive

Results for CCc1ccc(N(CC(=O)NCc2cccnc2)S(=O)(=O)c2ccccc2)cc1 ?
S3 lipid droplet: inconclusive

What do the screens show for `COc1cc(C)c(C(N)=O)c(OC)n1`?
S3 lipid droplet: inactive

How did Nc1nc(Br)c2c(F)cccc2c1-c1ccccc1 do in these assays?
S3 lipid droplet: inconclusive

How did CCN(CC)CCN(Cc1cc2cc(C)ccc2[nH]c1=O)C(=S)Nc1ccccc1 do in these assays?
S3 lipid droplet: -3.8%; S3 lipid droplet cell count max: 15.7

Results for O=C(NCCCCNC(=O)C1CCCC1)C1CCCC1 ?
S3 lipid droplet: inconclusive

How did O=C(c1ccco1)N1CCN(Cc2nc(Cc3ccccc3)no2)CC1 do in these assays?
S3 lipid droplet: inconclusive

What do the screens show for `O=C(Nc1nnc(SCCC2OCCO2)s1)C1CC(=O)N(c2ccccc2)C1` (stereo not given)?
S3 lipid droplet: -6.8%; S3 lipid droplet cell count max: 10.8

What do the screens show for `Cc1ccc(C2SCC(C(=O)O)N2C(=O)c2ccc(F)cc2)cc1` (stereo not given)?
S3 lipid droplet: inconclusive

How did Cc1nc(-c2ccc(S(=O)(=O)Nc3ccc(Br)cc3Cl)s2)cs1 do in these assays?
S3 lipid droplet: inconclusive

Results for Cc1nn2cnc3sc4c(c3c2nc1=O)CCCC4 ?
S3 lipid droplet: 5.9%; S3 lipid droplet cell count max: 13.7

How did Cc1csc(NC(=O)C2CCCN2C(=O)Oc2ccccc2)n1 (stereo not given) do in these assays?
S3 lipid droplet: -6.9%; S3 lipid droplet cell count max: 10.4

Results for CCc1c(-c2ccccc2)nc(N)c(C#N)c1-c1cccs1 ?
S3 lipid droplet: -6.9%; S3 lipid droplet cell count max: 10.1

Results for Cc1ccc(OC(=O)c2ccc(Cl)c([N+](=O)[O-])c2)cn1 ?
S3 lipid droplet: 21.2%; S3 lipid droplet cell count max: 13.5

How did COc1ccc(NC(=O)NC(C(F)(F)F)C(F)(F)F)cc1 do in these assays?
S3 lipid droplet: -4.7%; S3 lipid droplet cell count max: -2.7

How did Cc1ccccc1C(=O)Nc1c2c(nc3ccccc13)CCCC2 do in these assays?
S3 lipid droplet: 10.0%; S3 lipid droplet cell count max: -4.5

Results for CCSC1=NCCN1C(=O)c1c(-c2ccccc2Cl)noc1C ?
S3 lipid droplet: inconclusive

How did CCOc1ccc(NC(C)=O)cc1 do in these assays?
S3 lipid droplet: 0.7%; S3 lipid droplet cell count max: -10.2

Results for CC1CCN(c2nc(/C=C/c3ccccc3)nc3ccccc23)CC1 ?
S3 lipid droplet: inconclusive

What do the screens show for `Cc1ccc(C(=O)N/N=C/c2sc(=O)n(Cc3cccc(C(=O)O)c3)c2Cl)cc1`?
S3 lipid droplet: 9.6%; S3 lipid droplet cell count max: -3.7

Results for O=C(Nc1cccc(-c2cccc(F)c2)c1)C1CCN(C2CCC2)CC1 ?
S3 lipid droplet: -28.2%; S3 lipid droplet cell count max: -1.5

Results for CS(=O)(=O)N(CC(=O)Nc1ccc(S(=O)(=O)N2CCCC2)cc1)c1cccc(F)c1 ?
S3 lipid droplet: inconclusive

What do the screens show for `O=C(CCN1C(=O)c2ccccc2C1=O)NCc1ccc(F)cc1`?
S3 lipid droplet: 15.8%; S3 lipid droplet cell count max: 1.0

What do the screens show for `O=C(CSc1n[nH]c(=O)[nH]c1=O)c1ccc(Cl)cc1Cl`?
S3 lipid droplet: inconclusive

Results for COc1ccc(C(CC(=O)Nc2ccccn2)N2Cc3ccccc3C2=O)cc1OC (stereo not given) ?
S3 lipid droplet: -0.3%; S3 lipid droplet cell count max: -2.1

Results for COc1ccc(C(=O)NC2CCCc3c2cnn3-c2ccccc2F)cc1OC (stereo not given) ?
S3 lipid droplet: inconclusive

Results for Cc1onc(-c2c(F)cccc2Cl)c1C(=O)Nc1cccc(Cn2cccn2)c1 ?
S3 lipid droplet: inconclusive

Results for CCOc1ccccc1NC(=O)[C@@H](NC(=O)c1cccc(S(=O)(=O)N2CCOCC2)c1)C(C)C ?
S3 lipid droplet: inactive; S3 lipid droplet cell count max: 24.3

How did CCc1ccc(CN(C)C(=O)c2cc(COc3cc(C)c(Cl)c(C)c3)on2)nc1 do in these assays?
S3 lipid droplet: inconclusive

Results for Clc1nc(Nc2ccc(N3CCOCC3)cc2)c2ccccc2n1 ?
S3 lipid droplet: inconclusive

What do the screens show for `CCN(CC(=O)Nc1ccc(NC(C)=O)cc1)C(=O)C12CC3CC(CC(Cl)(C3)C1)C2`?
S3 lipid droplet: inconclusive

How did CCOC(=O)C(NC(C)=O)C(=O)Nc1ccc(C(C)(C)C)cc1 (stereo not given) do in these assays?
S3 lipid droplet: -5.6%; S3 lipid droplet cell count max: 21.5

Results for Cc1onc(-c2c(F)cccc2Cl)c1C(O)c1ccc(F)cc1 (stereo not given) ?
S3 lipid droplet: 13.1%; S3 lipid droplet cell count max: -12.7

What do the screens show for `COc1ccc(NC(=O)c2ccc(COc3ccccc3)o2)c(OC)c1`?
S3 lipid droplet: inactive; S3 lipid droplet cell count max: -6.1

What do the screens show for `O=C(c1cnn(-c2ccccc2)c1)c1cc(Br)ccc1O`?
S3 lipid droplet: -8.7%; S3 lipid droplet cell count max: -9.1

Results for CCOc1ccc(C(=O)NC2=NCCS2)cc1 ?
S3 lipid droplet: inconclusive

What do the screens show for `C(=N\Nc1nc2ccccc2[nH]1)/c1ccc2c(c1)OCO2`?
S3 lipid droplet: inconclusive

Grouped by structure: those above with a COOH group
What do the screens show for `Cc1ccc(C2SCC(C(=O)O)N2C(=O)c2ccc(F)cc2)cc1` (stereo not given)?
S3 lipid droplet: inconclusive

What do the screens show for `Cc1ccc(C(=O)N/N=C/c2sc(=O)n(Cc3cccc(C(=O)O)c3)c2Cl)cc1`?
S3 lipid droplet: 9.6%; S3 lipid droplet cell count max: -3.7

Continued.
How did C/C(=C\C(=O)c1ccccc1)Nc1ccc(N2CCOCC2)cc1 do in these assays?
S3 lipid droplet: inconclusive

What do the screens show for `Cc1ccc(OC(C)C(=O)Nc2ccccc2C(=O)N2CCOCC2)cc1` (stereo not given)?
S3 lipid droplet: -3.7%; S3 lipid droplet cell count max: 7.5

How did COC(=O)c1ccc(CSc2nnc(NC(=O)C3CCCO3)s2)cc1 (stereo not given) do in these assays?
S3 lipid droplet: inactive; S3 lipid droplet cell count max: -3.6

How did O=C(Nc1ccccc1)c1ccccc1CCc1ccccc1 do in these assays?
S3 lipid droplet: -0.5%; S3 lipid droplet cell count max: -11.9

How did CC(=O)OC(C(=O)NC1CCCCC1)c1ccccc1 (stereo not given) do in these assays?
S3 lipid droplet: inconclusive

What do the screens show for `CCOC(=O)C1CCN(Cc2ccc(F)cc2)CC1`?
S3 lipid droplet: -3.7%; S3 lipid droplet cell count max: -11.9

Results for CCOc1ccc(CCNc2nc3ccc(C)cc3n3cnnc23)cc1OCC ?
S3 lipid droplet: -6.2%; S3 lipid droplet cell count max: 0.7

How did O=C(NCCCN1CCCC1=O)C(=O)NCC1OCCN1S(=O)(=O)c1ccc(Cl)cc1 (stereo not given) do in these assays?
S3 lipid droplet: inconclusive

How did O=C(O)c1cccc(S(=O)(=O)Nc2ccc(O)c(Sc3nc4ccccc4s3)c2)c1 do in these assays?
S3 lipid droplet: inconclusive

How did CC1=Nc2ccc(C)cc2/C1=C/c1c(N)n2nc(CC(=O)N3CCOCC3)sc2nc1=O do in these assays?
S3 lipid droplet: inactive; S3 lipid droplet cell count max: -13.3

How did O=C(N/N=C\c1c(O)ccc2ccccc12)c1ccc(Cn2cccn2)o1 do in these assays?
S3 lipid droplet: inconclusive

Results for Cc1ccc(C2=[N+]([O-])C(C)(C)N(O)C2(C)C)cc1 ?
S3 lipid droplet: inconclusive

Results for Cc1ccc(CN(CC(=O)NC(C)(C)C)C(=O)CNC(=O)c2cccs2)cc1 ?
S3 lipid droplet: inconclusive

Results for CC(=O)Nc1ccc(Sc2ccccc2C(=O)N2CCCC2)cn1 ?
S3 lipid droplet: inconclusive

How did COc1ccc(N/N=C(\C#N)C(N)=O)cc1 do in these assays?
S3 lipid droplet: -1.0%; S3 lipid droplet cell count max: 19.2

Results for COc1ccccc1OCC(=O)NNC(=O)C1CCN(c2ncnc3sc(C)c(C)c23)CC1 ?
S3 lipid droplet: inconclusive

Results for CC(C)(C)NC(=O)COc1ccc(CNCc2ccccn2)cc1 ?
S3 lipid droplet: -23.3%; S3 lipid droplet cell count max: -10.2

How did CCOC(=O)N1CCN(CC(O)COc2c(OC)cccc2OC)CC1 (stereo not given) do in these assays?
S3 lipid droplet: 22.2%; S3 lipid droplet cell count max: 21.4

What do the screens show for `Cc1ccc(NC(=O)COC(=O)C2(C)CC2(Cl)Cl)cc1S(=O)(=O)N1CCOCC1` (stereo not given)?
S3 lipid droplet: inconclusive

How did COc1ccc(C)cc1S(=O)(=O)NC1CCCCC1C (stereo not given) do in these assays?
S3 lipid droplet: inconclusive

How did O=C(NC1CCN(Cc2ccccc2)CC1)c1ccc(S(=O)(=O)NCc2ccco2)cc1 do in these assays?
S3 lipid droplet: inconclusive

Results for CC(C)Cc1cc(C(=O)N(C)C2CCCN(Cc3ccccc3F)C2)n(C)n1 (stereo not given) ?
S3 lipid droplet: inconclusive

How did Clc1ccc(Oc2ccccc2)c2ncccc12 do in these assays?
S3 lipid droplet: 4.3%; S3 lipid droplet cell count max: -1.5

How did COc1ccc2nc(NC(=O)Cc3ccc(OC)c(S(=O)(=O)N4CCOCC4)c3)sc2c1 do in these assays?
S3 lipid droplet: inconclusive

How did Cc1cc2c(cc1C)NC(CC(=O)NCc1ccccc1)C(=O)N2 (stereo not given) do in these assays?
S3 lipid droplet: 3.6%; S3 lipid droplet cell count max: -16.8

Results for CCCC(C)NS(=O)(=O)c1ccc(OC)c(C)c1 (stereo not given) ?
S3 lipid droplet: -2.6%; S3 lipid droplet cell count max: 2.5

What do the screens show for `CCN(CC)S(=O)(=O)c1ccc(C(=O)NCCSc2c[nH]c3ccccc23)cc1`?
S3 lipid droplet: inconclusive

How did O=C(Oc1ccccc1C(=S)N1CCOCC1)c1ccc([N+](=O)[O-])cc1[N+](=O)[O-] do in these assays?
S3 lipid droplet: inconclusive

Results for COc1ccc(S(=O)(=O)N2CCC(N3CCCC3)CC2)cc1 ?
S3 lipid droplet: inconclusive

What do the screens show for `COc1cnc(-c2ccccc2)nc1Oc1cccc(C)c1C`?
S3 lipid droplet: 0.4%; S3 lipid droplet cell count max: 7.3

Brought forward from above: 3 compounds, followed by the next part.
How did O=C(Oc1ccccc1C(=S)N1CCOCC1)c1ccc([N+](=O)[O-])cc1[N+](=O)[O-] do in these assays?
S3 lipid droplet: inconclusive

Results for COc1ccc(S(=O)(=O)N2CCC(N3CCCC3)CC2)cc1 ?
S3 lipid droplet: inconclusive

What do the screens show for `COc1cnc(-c2ccccc2)nc1Oc1cccc(C)c1C`?
S3 lipid droplet: 0.4%; S3 lipid droplet cell count max: 7.3

What do the screens show for `CCn1c(SC)nc2c(c1=O)SC(C)C2` (stereo not given)?
S3 lipid droplet: inactive; S3 lipid droplet cell count max: 14.4

What do the screens show for `O=C(NC(=S)NNC(=O)c1ccccc1[N+](=O)[O-])c1ccccc1`?
S3 lipid droplet: -12.8%; S3 lipid droplet cell count max: -19.9

Results for Cc1ccc(-n2cc(-c3ccccc3)c3c(NN4CCOCC4)ncnc32)cc1 ?
S3 lipid droplet: inconclusive

Results for COc1ccc(NC(=O)Cn2c3ccc(OC)cc3c3nc4n(c(=O)c32)CCS4)cc1 ?
S3 lipid droplet: inconclusive

Assay outcomes deposited in PubChem BioAssay by National Center for Advancing Translational Sciences (NCATS).
